OPRM1-OPRD1 ag: OPRM1-OPRD1 heterodimerization agonism; P35372+P41143; cells, luminescence; activation, % at 9.3 µM; 340,000 compounds, 0.3% hits; in the data active means activation above about 18%;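 further: 0% = vehicle-treated cells and 100% = reference agonist; values of inactives mirror those of a sister screen read the other way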
HTR5A ag: activates human HTR5A in OPRM1-OPRD1 agonist counter-screen | 340,000 compounds, 0.61% hits | activation, % at 9.3 µM | HTR5A agonist assay, luminescence, cell-based; in the data active means activation mostly above about 9.5%, no sharp cut-off; inactive means mostly below about 7.6%;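 further: 0% = cells with vehicle only and 100% = reference agonist; strong numbers were not always called active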
Target sequence (P47898 whole entry, looked up): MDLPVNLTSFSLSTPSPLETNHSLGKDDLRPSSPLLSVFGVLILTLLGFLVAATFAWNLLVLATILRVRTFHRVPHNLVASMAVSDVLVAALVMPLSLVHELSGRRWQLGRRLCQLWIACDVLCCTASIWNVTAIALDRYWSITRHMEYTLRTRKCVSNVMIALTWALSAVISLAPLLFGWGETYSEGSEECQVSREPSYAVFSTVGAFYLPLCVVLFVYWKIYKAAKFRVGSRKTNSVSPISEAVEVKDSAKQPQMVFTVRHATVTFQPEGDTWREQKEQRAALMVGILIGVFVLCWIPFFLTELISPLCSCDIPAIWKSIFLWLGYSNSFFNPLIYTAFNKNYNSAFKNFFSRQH
PKA-R1A act: activators of PKA-R1A complex | P00514+P68181 | PKA-R1A dissociation, Cy5-IP20 fluorescence polarization; scaled: DMSO 0%, 113 µM cGMP 100% | activation, % at 11.4 µM | 340,000 compounds, 0.083% hits;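 active means percent activation above the mean of all tested compounds plus 3 SD, cut at about 19% in these data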;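 further: higher means more PKAc released from R1A so a rise in polarization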
Arr AP2 block: human beta-arrestin and AP2 interaction inhibition; FITC-arrestin peptide / GST-AP2 beads, flow cytometry; AP2 beta2 appendage carries R879A mutation; inhibition, % at 10 µM; 340,000 compounds, 0.31% hits;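 active means inhibition above a set limit, near 3 SD of compounds lacking own fluorescence, cut at about 54% in these data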;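 further: plate controls were DMSO wells for no effect and 5 µM unlabelled arrestin peptide for full effect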
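Material – GST-tagged AP2 beta2-adaptin appendage (R879A) on 4 µm glutathione beads · Probe or stimulus – fluorescein-tagged arrestin peptide at 50 nM final · Timing – 12 min plus 1 h, RT · Detection – bead flow cytometry, FITC channel · Read-out basis – inhibition as reduced fluorescein signal on beads, percent · Medium – PBS plus Tween 20 (0.05%) and BSA (0.1%)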
HTR5A inv ctr: counter-screen for OPRM1-OPRD1 inverse agonists: human HTR5A inverse agonism; P47898; AID 504634; inhibition, % at 9.3 µM; HTR5A cell line, luminescence; 340,000 compounds, 0.083% hits; in the data active means inhibition mostly above about 23%, no sharp cut-off; inactive means mostly below about 18%;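 further: 0% = cells with DMSO and 100% = no-cell wells with DMSO; some compounds called inactive have numbers as strong as hits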
PKA-R2B act: activators of human PKA-R2B complex; activation, % at 11.4 µM; AID 504700; 340,000 compounds, 0.079% hits; P22694+P31323; PKA-R2B holoenzyme dissociation, Cy5-IP20 fluorescence polarization; R2B truncated from residue 108, S112A mutant; 0% DMSO only, 100% 113 µM cGMP;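 active means activation above a cutoff set at the mean over all compounds plus 3 SD, cut at about 18% in these data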;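 further: higher means more holoenzyme dissociation and a rise in polarization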
Target sequence (P31323 whole entry, looked up, other chains not shown, the tested form may be a part): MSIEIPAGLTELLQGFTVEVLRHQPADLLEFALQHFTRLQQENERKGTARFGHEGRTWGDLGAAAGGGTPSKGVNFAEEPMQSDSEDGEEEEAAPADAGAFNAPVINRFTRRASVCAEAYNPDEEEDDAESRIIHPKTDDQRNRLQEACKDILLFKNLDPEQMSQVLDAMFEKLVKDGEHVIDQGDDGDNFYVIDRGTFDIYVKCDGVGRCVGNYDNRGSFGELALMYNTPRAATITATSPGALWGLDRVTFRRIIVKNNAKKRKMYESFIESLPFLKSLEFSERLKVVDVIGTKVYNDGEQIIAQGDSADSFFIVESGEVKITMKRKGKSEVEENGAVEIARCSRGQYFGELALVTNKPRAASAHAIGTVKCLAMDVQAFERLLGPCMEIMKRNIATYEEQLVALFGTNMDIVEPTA
DAGLB inh: blocks human DAGLB lipase activity | Q8NCG7 | HEK293T DAGLB membrane lysate, EnzChek fluorogenic substrate | inhibition, % at 5.17 µM | 340,000 compounds, 0.059% hits | AID 504411; in the data active means inhibition above about 34%;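 further: 0% = enzyme with vehicle and 100% = wells lacking enzyme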
DSG3 Ab inh: blocks pemphigus antibody binding to human desmoglein-3. P32926. DSG3-coupled beads, scFv-anti-DSG3-GFP binding, flow cytometry; active compounds read low. binding (percent of control), % at 10 µM. 310,000 compounds, 0.48% hits;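 active means binding more than 3 SD below its plate's average and above zero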;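 further: hits lower antibody fragment binding to DSG3; some compounds called inactive have numbers as strong as hits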
OPRM1-OPRD1 inv: inverse agonist of human OPRM1-OPRD1 heterodimerization. P35372+P41143. cell-based MOR-DOR heterodimer luminescence, inverse agonism. inhibition, % at 9.3 µM. 340,000 compounds, 0.21% hits. AID 504357; in the data active means inhibition above about 22%, passing the limit was not always enough;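 further: 0% = cells with DMSO and 100% = wells without cells with DMSO; values of inactives mirror those of a sister screen read the other way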
V-ATPase pHluor: alters yeast V-ATPase proton transport; AID 504577; response, % at 10 µM; S. cerevisiae, pHLuorin cytosolic pH fluorescence; 350,000 compounds, 0.37% hits; in the data active means response mostly above about 7.3%, no sharp cut-off; inactive means mostly below about 5.4%; further: actives read high; inactives centre near 0; some compounds called inactive have numbers as strong as hits; reference of the scale not given here
Starred values were filed as active, the others as inactive; . = no result given.

compound,OPRM1-OPRD1 ag,HTR5A ag,PKA-R1A act,Arr AP2 block,HTR5A inv ctr,PKA-R2B act,DAGLB inh,DSG3 Ab inh,OPRM1-OPRD1 inv,V-ATPase pHluor
C/C(=N/NC(=O)CNC(=O)c1ccc2c(c1)OCO2)c1ccc2c(c1)CCCC2,0.9,2,-2,16,-4,6,-5,100,-5,0
CCCn1ncc(CN2CCC(N3CCC(C(=O)N4CCOCC4)CC3)CC2)c1C,0.8,6,-5,7,5,-12,-2,119,-4,-1
CSCc1cc(N2CCOCC2)nc(SCc2ccc(Cl)c(Cl)c2)n1,5.1,5,8,12,-13,-6,-6,98,-29,2
COc1ccc(-c2cc(=O)c3c(OC)c(OC)c(OC)c(OC)c3o2)cc1,-2.8,5,2,13,-25,-6,-2,103,14,6
CCOC(=O)C1=C(O)CSC1=Nc1cccc2ccccc12,-0.9,-1,7,5,-11,-12,1,106,5,-2
CC(C)NC(=O)CSc1nc(N)c(-c2ccccc2)c(=O)[nH]1,-3.2,0,3,46,1,9,-1,102,16,0
COC(=O)c1c(-c2ccccc2)[nH]c(-c2nccc3ccccc23)c1C(=O)OC,.,.,-1,.,.,8,-1,102,.,2
O=C1COC(c2ccccc2)=CN1Cc1ccccc1,-1.2,1,10,-2,-10,2,-4,104,7,1
COc1ccc2[nH]cc(C(=O)CCl)c2c1,-2.4,0,4,3,1,-8,1,102,13,4
CN(C)CC(C)(C)CNC(=O)C1CCN(Cc2ccccc2O)CC1,0.3,3,12,5,-26,8,-2,101,-2,-1
C=CC[C@@H](Cc1ccc(F)cc1)C(=O)OC[C@@H]1CCCN1C(=O)[C@H](CC=C)CC(=O)NCCO,-1.2,1,2,.,-6,-9,0,103,7,4
Clc1ccc(-n2nnnc2CN2CCOCC2)cc1Cl,-1.7,1,-4,9,-48,-4,-2,103,8,1
COc1ccc(CNC(=O)CSc2nnc(NC(=O)C3CC3)s2)cc1,-3.8,-2,-7,-2,6,4,0,113,20,-3
O=C(CCN1CCCCC1)N/N=C/c1ccc(Br)cc1,-0.2,7,0,2,-7,-10,2,112,1,3
Cn1c2ccccc2c2cc([N+](=O)[O-])ccc21,-0.4,-1,4,5,-22,4,0,.,2,3
CN1CCN(S(=O)(=O)c2ccccc2)C(c2ccccc2)C1 (stereo unspecified),-3.9,0,5,-4,17,-1,-9,.,15,2
CCCCc1c(C)nc2ccc(Br)cc2c1SC(N)N,-2.9,7,-13,43,-22,-19,-2,90,15,-3
Cc1nc(NC(=O)c2cccnc2)ccc1Br,-3.6,-4,-8,32,1,-14,-3,91,17,3
CN1CCN(CC(=O)N/N=C/c2ccc(F)c(F)c2)CC1,1.1,8,-1,8,-8,11,1,97,-5,0
Cn1c(CNC(=O)CNS(=O)(=O)c2ccc(F)cc2F)cc(=O)n(C)c1=O,-0.7,-4,-4,3,12,-5,-2,.,3,-6
CCCc1cc(=O)oc2cc(C)cc(OCC(=O)NCCCN3CCOCC3)c12,-0.9,-2,12,-12,5,2,-3,.,5,2
CCOc1ccc(NC(=O)CSC2=C(C#N)C(c3ccc4c(c3)OCO4)CC(=O)N2)cc1 (stereo unspecified),-0.7,1,-22,5,-2,-7,0,101,4,-7
O=C(Nc1cc([N+](=O)[O-])ccc1O)c1ccc2c(c1)C(=O)N(Cc1ccco1)C2=O,-4.3,-4,0,-6,11,-9,15,104,18,0
O=C(CSc1nc2ccccc2o1)c1cc2ccccc2oc1=O,-2.1,-1,11,-4,2,5,4,102,12,2
Cc1ccn2cc(-c3cccc(S(=O)(=O)N4CCCC4)c3)nc2c1,-0.3,0,2,-11,14,-11,4,.,1,-2
CCOC(=O)N1CCN(S(=O)(=O)c2cccs2)CC1,0.1,-4,-5,-7,-4,3,0,99,-1,-3
O=C(NCC1(N2CCCCC2)CCCCC1)c1cccc(NS(=O)(=O)c2ccccc2)c1,0.8,0,-1,-7,1,-13,1,101,-5,0
O=C(O)C1C2C=CC(C3CC23)C1C(=O)O (stereo unspecified),-1.6,8,-4,-5,-36,-4,1,99,9,-1
O=C(Nc1ccc(N2CCN(C(=O)c3ccccc3)CC2)cc1)c1ccc(Br)o1,-0.8,-8,-8,-1,21,2,0,107,4,0
COc1ccccc1CNC(=O)C1CCCN(S(=O)(=O)c2cccs2)C1 (stereo unspecified),-3.3,5,-4,31,-13,8,-2,.,18,0
COc1ccccc1NS(=O)(=O)c1ccc(NC(C)=O)cc1,-0.8,-1,-4,2,-8,3,-1,96,4,3
CC1CCc2c(C(=O)N3CCN(S(=O)(=O)c4cccs4)CC3)csc2C1 (stereo unspecified),1.3,4,1,-15,0,2,-2,97,-7,1
CCN(C(=O)CSc1nc2nc(C)cc(C)n2n1)c1ccccc1,-0.6,4,11,13,6,7,0,104,3,0
COc1ccc(/C=C/C(=O)Nc2ccccc2C(=O)N2CCCC2)cc1,-2.5,-1,-8,1,-20,-9,-1,102,12,0
N#CC1(Cc2ccccc2Cl)c2ccccc2C=CN1C(=O)c1ccccc1 (stereo unspecified),0.0,5,-8,6,-9,-10,-10,105,0,-4
COc1ccc(NC(=O)NCCCCc2ccccc2)c(OC)c1,1.1,3,-1,1,-8,5,-2,105,-4,-2
CCOc1ccc(-n2c(=O)c3sccc3n(CC(=O)NCc3ccco3)c2=O)cc1,-2.1,-2,-6,8,12,1,-1,105,11,0
C=CCN1C(=O)C2(c3ccccc31)C1CCCC=C1C(C#N)=C(N)C2(C#N)C#N (stereo unspecified),7.3,4,-4,9,-10,-6,-1,92,-36,4
Cc1noc(C)c1S(=O)(=O)N1CCCC1C(=O)NC(C)(C)C (stereo unspecified),-2.8,0,-10,1,-1,1,1,101,15,-2
Cc1cc(C)cc(N2C(=O)CN(Cc3sccc3C)C2=S)c1,-0.8,4,-4,1,-8,-2,-11,94,5,0
CCCN(CC1CC1)C(=S)Nc1ccc(Oc2ccccc2)cc1,6.7,5,-3,3,-3,-17,-11,.,-32,6
COc1ccccc1CNS(=O)(=O)c1cc(C)ccc1OC,-2.8,1,3,-2,-9,-9,-2,95,13,-2
Cc1nc2ccc(C(=O)N3c4ccccc4CC3C)cc2s1 (stereo unspecified),-3.0,2,-7,24,-6,6,1,100,16,0
CC(C)OCCCNC(=O)C1CC(=O)N(CCc2ccc(F)cc2)C1 (stereo unspecified),-4.2,4,-15,-6,-11,3,-1,114,21,2
Cc1noc(-c2ccc(Cl)cc2)c1C(=O)O/N=C(\N)c1ccc(C(C)(C)C)cc1,13,9,-5,0,-3,-3,-4,115,-67,5
COC(=O)CCNC(=O)Cn1cnc2sc3c(c2c1=O)CCCC3,-0.5,-9,-1,4,23,3,0,107,3,-1
Cn1c(-c2cc(Br)ccc2O)n[nH]c1=S,-3.1,2,-4,7,-5,-11,0,98,18,-1
Cc1cc2ncn(/N=C/c3ccc([N+](=O)[O-])s3)c2cc1C,13,8,-8,11,4,3,-4,90,-79,2

Four entries from above, with each value named:
Molecule: Cc1nc2ccc(C(=O)N3c4ccccc4CC3C)cc2s1 (stereo unspecified)
  OPRM1-OPRD1 ag = -3.0; HTR5A ag = 2; PKA-R1A act = -7; Arr AP2 block = 24; HTR5A inv ctr = -6; PKA-R2B act = 6; DAGLB inh = 1; DSG3 Ab inh = 100; OPRM1-OPRD1 inv = 16; V-ATPase pHluor = 0
Molecule: Cn1c(-c2cc(Br)ccc2O)n[nH]c1=S
  OPRM1-OPRD1 ag = -3.1; HTR5A ag = 2; PKA-R1A act = -4; Arr AP2 block = 7; HTR5A inv ctr = -5; PKA-R2B act = -11; DAGLB inh = 0; DSG3 Ab inh = 98; OPRM1-OPRD1 inv = 18; V-ATPase pHluor = -1
Molecule: Cc1cc2ncn(/N=C/c3ccc([N+](=O)[O-])s3)c2cc1C
  OPRM1-OPRD1 ag = 13; HTR5A ag = 8; PKA-R1A act = -8; Arr AP2 block = 11; HTR5A inv ctr = 4; PKA-R2B act = 3; DAGLB inh = -4; DSG3 Ab inh = 90; OPRM1-OPRD1 inv = -79; V-ATPase pHluor = 2
Molecule: COC(=O)CCNC(=O)Cn1cnc2sc3c(c2c1=O)CCCC3
  OPRM1-OPRD1 ag = -0.5; HTR5A ag = -9; PKA-R1A act = -1; Arr AP2 block = 4; HTR5A inv ctr = 23; PKA-R2B act = 3; DAGLB inh = 0; DSG3 Ab inh = 107; OPRM1-OPRD1 inv = 3; V-ATPase pHluor = -1

(continued)
compound,OPRM1-OPRD1 ag,HTR5A ag,PKA-R1A act,Arr AP2 block,HTR5A inv ctr,PKA-R2B act,DAGLB inh,DSG3 Ab inh,OPRM1-OPRD1 inv,V-ATPase pHluor
O=C(CNC(=O)CNC(=O)c1ccc(Cl)cc1Cl)NCc1cccc(Cl)c1,-1.1,-3,7,3,3,2,1,110,6,-2
CC1CCCN(C(=O)CCNS(=O)(=O)c2ccc3c(c2)c(=O)n(C)c(=O)n3C)C1 (stereo unspecified),-1.6,-1,-4,22,-8,-13,1,101,8,-6
COc1ccc(CCNC(=O)CNS(=O)(=O)c2ccc(Br)s2)cc1OC,-0.7,2,-9,4,-2,0,-2,99,4,4
COc1ccc(-c2cc(C(=O)Nc3c(C)nn(Cc4ccccc4Cl)c3C)no2)cc1OC,1.1,-2,-11,5,12,2,13,.,-6,-2
O=C(COC(=O)C1c2ccccc2Oc2ccccc21)NC1CCS(=O)(=O)C1 (stereo unspecified),-2.6,-1,-1,0,-4,-14,0,.,14,-1
c1ccc(CNc2nc3ccccc3n3cnnc23)cc1,-1.3,6,-5,-5,-16,-9,2,98,7,-1
COc1ccc(OCC(=O)Nc2ccc(N3CCOCC3)cc2)c([N+](=O)[O-])c1,-1.9,-7,-3,5,18,4,-2,105,9,-3

Screening data from PubChem.

Not a hit list (roughly 2.4% active in at least one column).
